Screens (PubChem)
Kir21 inh – inhibitors of mouse Kir2.1 inward-rectifier potassium channel | Inward rectifier potassium channel 2 (Mus musculus), P35561 | HEK293-Kir2.1, FluxOR thallium flux fluorescence; stronger effect = lower value | B-score at 10 µM | 0.85% of 310,000 active;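 active = fluorescence ratio B-score at or below minus 3 SD of library scores, with starting-brightness B-score within 2 SD, cut at about -4.2 in these data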;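 note: channel flux triggered by added potassium and thallium sulfate stimulus; B-score of peak minus minimum fluorescence over baseline after thallium stimulus; more negative B-score means stronger Kir2.1 block with less thallium influx; some compounds called inactive have numbers as strong as hits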
Target sequence (P35561 whole entry, looked up): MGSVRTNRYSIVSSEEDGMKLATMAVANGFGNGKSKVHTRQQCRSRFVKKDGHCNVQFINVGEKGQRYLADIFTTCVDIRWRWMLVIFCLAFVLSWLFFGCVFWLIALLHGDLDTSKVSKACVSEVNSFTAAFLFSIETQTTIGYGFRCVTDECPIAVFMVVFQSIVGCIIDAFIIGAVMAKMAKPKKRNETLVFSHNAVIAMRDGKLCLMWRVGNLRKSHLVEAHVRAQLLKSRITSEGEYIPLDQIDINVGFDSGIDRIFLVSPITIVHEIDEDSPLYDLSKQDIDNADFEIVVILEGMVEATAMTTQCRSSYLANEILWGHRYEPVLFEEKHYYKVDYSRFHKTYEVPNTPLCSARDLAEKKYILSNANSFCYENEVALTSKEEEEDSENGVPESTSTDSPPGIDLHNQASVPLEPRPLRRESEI
STK33 kinase inh – inhibitors of purified STK33 kinase, primary screen, biochemical, ADP-Glo luminescence, homogeneous, cell-free; inhibition, % at 10 µM; AID 2661, 2010; Serine/threonine-protein kinase 33 (Homo sapiens), Q9BYT3; 0.073% of 320,000 active; MBP phosphorylation;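 active = inhibition at or above 25%, using the most active replicate where run in duplicate; inactive = inhibition below 25%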
* marks the source's active call; other numbers are inactive results; nt = no result given.

Each structure is followed by: Kir21 inh | STK33 kinase inh
Cc1ccc(NC(=O)CCn2c(=O)oc3ccccc32)c(C)c1
    1.3 | -0.9
COc1ccc(CNC(=O)c2c(O)c3cccc4c3n(c2=O)CCC4)cc1OC
    0.01 | 0.1
O=C(O)Cn1c(SCc2ccccc2)nc2ccccc21
    -0.54 | -1.8
O=C(CCCCn1c(=S)[nH]c2ccsc2c1=O)NCc1ccco1
    0.35 | -0.1
Cc1cccc(C2N(c3nccs3)C(=O)C3CCCN32)c1 (stereo not drawn)
    -0.79 | -0.9
CCOc1c(CNCCNC(=O)c2nonc2N)cccc1OC
    0.69 | 1.2
CNC(=O)CN1C(=O)NC(Cc2c[nH]c3ccccc23)C1=O (stereo not drawn)
    1.4 | -1.8
CCSc1nc2c(c(=O)[nH]c(=O)n2C)n1C/C=C(/C)Cl
    nt | -0.9
Cc1cccc(Cc2ccc(Cl)nn2)c1
    0.01 | -1.1
O=C(O)CSc1nnnn1-c1ccc2c(c1)OCCO2
    -0.29 | -0.6
Cc1ccc(OCc2cc(C(=O)N(C)Cc3nccn3C)no2)cc1C
    -0.39 | 4.4
Cc1ccccc1-n1c(=O)cc(N2CCN(C(=O)c3ccco3)CC2)[nH]c1=O
    -0.51 | -0.3
COCCn1c(SCC(=O)Nc2ccc(F)cc2)nc2c(oc3ccccc32)c1=O
    -1.4 | -1.6
COc1ccc(C(=O)Nc2ncc(C)s2)cc1S(=O)(=O)N1CCOCC1
    nt | 7.4
Cc1cccc(OCCn2c(S(=O)(=O)O)nc3ccccc32)c1
    -1.3 | -1.9
COc1ccc(/C(O)=C2/C(=O)C(=O)N(CC3CCCO3)C2c2ccc(OC)c(OC)c2)cc1 (stereo not drawn)
    1.3 | -0.3
CC(=O)Nc1cccc(C(=O)NNC(=O)c2ccc(-n3cnnn3)cc2)c1
    nt | -0.2
CCCN(CCC)C(=O)C1c2ccccc2Oc2ccccc21
    -0.02 | -0.2
Cn1cccc1/C=N/N1CCN(Cc2ccccc2)CC1
    0.38 | -1.1
COc1ccccc1CC(=O)NCCc1c[nH]c2ccccc12
    -0.19 | -2.5
COc1ccc(-c2ccc3oc(-c4ccsc4)c(-c4ccc(OC)cc4)c3c2)cc1
    -1.3 | -0.7
CC(C)(C)c1ccc(NC(=O)CSc2n[nH]c(=O)n2-c2cccnc2)cc1
    -1.2 | 0.2
O=C(Cc1c(Cl)cccc1Cl)Nc1ccc(S(=O)(=O)Nc2ncccn2)cc1
    0 | -1.8
CCc1ccc(NC(=O)C2CCCN2S(=O)(=O)c2ccc3c(c2)n(C)c(=O)c(=O)n3C)cc1 (stereo not drawn)
    0.45 | -1.1
Cc1cccc(Nc2nc(N)c([N+](=O)[O-])c(NCCO)n2)c1
    -2.1 | 16
COc1ccc(N(CC(=O)NCCSc2ccccn2)S(=O)(=O)c2ccccc2)cc1Cl
    -0.05 | -1.4
CC1(C)CNC(=O)CC(C)(C)N1
    2.5 | -0.6
CCCCN1C(=O)C(=O)N(CC(=O)Nc2ccc(C(N)=O)cc2)C1=O
    nt | 0.5
O=C1CC(C(F)(F)F)=NN1
    0.44 | -0.7
CCCCOc1ccc(C(=O)N/N=C/c2ccc(OCCN3CCCCC3)c(OC)c2)cc1
    -3.1 | -0.9
COc1ccc(NC(=O)c2cccc(NC(=O)C(C)C)c2)c([N+](=O)[O-])c1
    -1.9 | -1.3
Cc1cccc(C)c1NC(=O)CN(C)C(=O)CC1Sc2ccccc2NC1=O (stereo not drawn)
    -0.7 | -0.2
COCCNC(=O)C(=O)Nc1cc2c3c(c1)C(C)C(=O)N3CCC2 (stereo not drawn)
    -1.5 | -1.1
COc1ccc(/C=N/n2c(C)nc3ccccc3c2=O)cc1OC
    1.1 | -0.9
O=c1ccnc(Nc2ccc(Cl)cc2)[nH]1
    1.1 | 0.6
O=C(Nc1sc2c(c1C(=O)O)CCCC2)C(=O)N1CCOCC1
    2.8 | 0.2
COc1cc(O)oc1C=Nc1ccc(Oc2ccccc2)cc1
    -0.97 | 0.8
CCC(C)NC(=O)COC(=O)c1cccnc1Nc1ccccc1F (stereo not drawn)
    -1.1 | -1.1
OC1(Cc2cc(-c3ccccc3)no2)CCN(CCCc2ccccc2)CC1
    -0.15 | -0.7
COc1cc(/C=C/c2ccc3cccc(OC)c3n2)c(O)c([N+](=O)[O-])c1
    1.6 | -0.4
O=C(CCCn1c(=O)c2sccc2n(CC(=O)NCc2ccco2)c1=O)NCc1ccco1
    0.28 | 1.6
C=CCNc1sc(C(=O)c2ccccc2)c(N)c1C#N
    0.47 | 0.2
O=C(Nc1ccc(CN2CCCCC2)cc1)c1sc2ccccc2c1Cl
    -3.7 | 2.1
CC(=O)Nc1ccc(S(=O)(=O)c2ccc(N)cc2)cc1N
    -1.4 | 0.4
S=C(Nc1ccc2c(c1)OCO2)Nc1ccc2c(c1)OCO2
    0.01 | 0.5
COc1ccccc1-c1c(C)nn2c(N)c(-c3ccccc3)cnc12
    -0.27 | -0.4
COc1ccc([N+](=O)[O-])cc1/C=N/NC(=O)CNC(=O)c1cccc(F)c1
    -0.03 | 0.8
COc1ccc(NC(=O)Nc2nnc(N3CCCCC3C)s2)cc1OC (stereo not drawn)
    0.3 | 1.1
CC12CN3CC(C)(CN(C1)C3c1ccc(F)cc1)C2 (stereo not drawn)
    -1.9 | -1.6
CCN1CCCC1Cn1cnc2c([nH]c3cc(OC)ccc32)c1=O (stereo not drawn)
    -0.19 | -1.3
CCCCOP(=O)(OCCCC)C(Nc1ccc(C(=O)OCC)cc1)c1ccncc1 (stereo not drawn)
    0.29 | -0.8
COc1ccccc1N1CCN(C(=O)c2ccc(CS(=O)(=O)c3ccccc3OC)o2)CC1
    -2.8 | 1.5
CC(Sc1ccc(S(=O)(=O)N2CCOCC2)cn1)C(=O)Nc1ccc(Cl)cc1Cl (stereo not drawn)
    nt | 0.4
Cc1c(C(=O)Nc2cccc([N+](=O)[O-])c2)sc2ncn(CC(=O)N3CCOCC3)c(=O)c12
    -0.02 | 1.4
CNC(=O)c1ccc(NC(=O)CC2SC(N3CCCC3)=NC2=O)cc1 (stereo not drawn)
    nt | -0.3
CCOC(=O)c1sc(NC(=O)CSc2nc3c(cc2C#N)CCCCC3)c(C#N)c1C
    1.6 | -1.4
CSCCC(NC(=O)c1ccc(Cl)cc1)C(=O)OCC(=O)N1CCCC1=O (stereo not drawn)
    0.08 | -0.7
COc1cc2c(cc1NC(=O)c1cncc(Br)c1)oc1ccccc12
    nt | 0.9
CCN1C(=O)C(CC(=O)Nc2cccc(C(C)=O)c2)S/C1=N\c1ccccn1 (stereo not drawn)
    -0.21 | -0.9
CCN(C(=O)CSc1nccn1C)c1cccc2ccccc12
    nt | -1.5

Laid out differently: results already given.
SMILES,Kir21 inh,STK33 kinase inh
Cc1cccc(OCCn2c(S(=O)(=O)O)nc3ccccc32)c1,-1.3,-1.9
COc1ccc(/C(O)=C2/C(=O)C(=O)N(CC3CCCO3)C2c2ccc(OC)c(OC)c2)cc1 (stereo not drawn),1.3,-0.3

In another format: six of the compounds above
| compound | Kir21 inh | STK33 kinase inh |
| --- | --- | --- |
| COc1ccc(NC(=O)Nc2nnc(N3CCCCC3C)s2)cc1OC (stereo not drawn) | 0.3 | 1.1 |
| CC12CN3CC(C)(CN(C1)C3c1ccc(F)cc1)C2 (stereo not drawn) | -1.9 | -1.6 |
| CCN1CCCC1Cn1cnc2c([nH]c3cc(OC)ccc32)c1=O (stereo not drawn) | -0.19 | -1.3 |
| CCCCOP(=O)(OCCCC)C(Nc1ccc(C(=O)OCC)cc1)c1ccncc1 (stereo not drawn) | 0.29 | -0.8 |
| COc1ccccc1N1CCN(C(=O)c2ccc(CS(=O)(=O)c3ccccc3OC)o2)CC1 | -2.8 | 1.5 |
| CC(Sc1ccc(S(=O)(=O)N2CCOCC2)cn1)C(=O)Nc1ccc(Cl)cc1Cl (stereo not drawn) | nt | 0.4 |

The list goes on:
Each structure is followed by: Kir21 inh | STK33 kinase inh
O=C(c1ccc2nc(Cc3cccc(Cl)c3)oc2c1)N1CCC(O)CC1
    3.4 | 1.3
CCC(C)N(C(=O)COC(=O)c1nc(Cl)ccc1Cl)C1CCS(=O)(=O)C1 (stereo not drawn)
    -0.16 | -0.4
CC(NCc1cccc(OCc2ccccc2)c1)C(O)c1ccccc1 (stereo not drawn)
    -11* | 0.2
O=C1/C(=C\c2ccccn2)SC(=S)N1Nc1ncc(C(F)(F)F)cc1Cl
    0.03 | 21
CCCCC1CCC(C(=O)N(CCOC)c2c(N)n(CC(C)C)c(=O)[nH]c2=O)CC1 (stereo not drawn)
    nt | 1.9
COc1ccc2cc(CCNC(=O)c3ccco3)c(=O)[nH]c2c1
    0.19 | -0.4
CCn1c(CCC(N)=O)nnc1SCC(=O)Nc1cccc(S(=O)(=O)N2CCCC2)c1
    nt | -0.6
CN(C)C(=O)C(CCN1CCC(O)(c2ccc(Cl)cc2)CC1)(c1ccccc1)c1ccccc1
    -4.9* | 0.9

Molecules from the list above that have a cyano group, in the order listed:
Each structure is followed by: Kir21 inh | STK33 kinase inh
C=CCNc1sc(C(=O)c2ccccc2)c(N)c1C#N
    0.47 | 0.2
CCOC(=O)c1sc(NC(=O)CSc2nc3c(cc2C#N)CCCCC3)c(C#N)c1C
    1.6 | -1.4

Random draw from the library; about 0.84% have a hit in one of these screens.
